# mABHD4 FP – ABHD4 inhibitors, primary screen, biochemical, fluorescence polarization, mouse | (Lyso)-N-acylphosphatidylethanolamine lipase (Mus musculus), Q8VD66 | purified mABHD4, FP-Rh probe fluorescence polarization | inhibition, % at 8.92 µM | actives 0.54% (n = 370,000) | AID 720543, 2013;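 active means inhibition exceeding the mean over every tested compound plus 3 SD, cut at about 30% in these data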;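 further: 0% = plate median of compound wells and 100% = S159A mutant with DMSO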
# Target sequence (Q8VD66 whole entry, looked up): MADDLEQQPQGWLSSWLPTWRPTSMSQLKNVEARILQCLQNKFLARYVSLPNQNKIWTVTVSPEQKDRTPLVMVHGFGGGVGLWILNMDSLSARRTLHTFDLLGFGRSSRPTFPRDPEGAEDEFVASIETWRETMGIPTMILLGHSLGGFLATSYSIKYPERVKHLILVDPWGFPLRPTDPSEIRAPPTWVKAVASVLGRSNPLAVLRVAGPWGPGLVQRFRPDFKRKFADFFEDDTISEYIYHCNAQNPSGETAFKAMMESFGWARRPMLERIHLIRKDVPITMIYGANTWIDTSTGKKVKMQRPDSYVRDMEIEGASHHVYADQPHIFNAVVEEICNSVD
#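 Assay system: mouse ABHD4 enzyme, wild type / Also added: fluorescent activity-based probe FP-Rh / Doses: single nominal dose of 8.92 µM, 0.89% DMSO final / Timing: 45 min compound pre-incubation plus 60 min probe step, 25 °C / Signal: FP readout, ex 525 nm / em 598 nm / Control set: S159A mutant/DMSO as 100%, compound-well median as 0%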
# ARFGAP1 inhibitor – inhibitors of rat ARFGAP1 GAP activity, primary screen, biochemical, fluorescence polarization, GDP tracer; AID 651572, 2012; Arfgap1-stimulated ARF1 GTP hydrolysis, GDP FP detection; inhibition, % at 16.5 µM; actives 0.26% (n = 360,000);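 active means inhibition above a per-plate limit, mean inhibition of low control wells plus 3 SD, cut at about 25% in these data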;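 further: 0% = DMSO wells with enzyme and 100% = wells lacking Arfgap1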
# Target sequence (Q62848 1-136 limits assumed): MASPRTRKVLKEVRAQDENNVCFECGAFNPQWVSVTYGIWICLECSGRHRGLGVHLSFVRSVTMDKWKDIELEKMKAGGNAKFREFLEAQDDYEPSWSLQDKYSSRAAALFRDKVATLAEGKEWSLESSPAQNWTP
#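 Assay system: purified rat His6-Arfgap1 residues 1-136 (GAP domain); Reagent: human Δ17 ARF1 bound to GTP; Dosing: 16.5 µM single point, 1.26% DMSO; Times: GTP hydrolysis reaction 2 h at 25 °C; Signal: FP, GDP Alexa 633 tracer displaced from anti-GDP antibody, 620/688 nm; Measure: % inhibition from polarization.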
# NR1D1 modulator – modulators of Rev-erb alpha DNA binding, primary screen, biochemical, FITC-DNA, fluorescence polarization, uHTS; Nuclear receptor subfamily 1 group D member 1 (Homo sapiens), P20393; Rev-erbα–FITC-DNA binding, 90 min; activity, % at 10 µM; actives 0.79% (n = 370,000); AID 1259318, 2017;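 active means activity above about 14%, limit read from the data; passing the limit was not always enough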;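 further: 0% = DMSO wells with 35 nM protein and 100% = DMSO wells with 750 nM protein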
# SMARCA2 act – SMARCA2 (BRM) function activators, primary screen, cell-based, luminescence, high throughput; MG213 cells, MMTV-luciferase reporter, dexamethasone, overnight; activation, % at 9.1 µM; actives 1% (n = 370,000); AID 652017, 2013; in the data active means activation above about 7.8%;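 further: 0% = vehicle wells and 100% = reference activator wells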
# HTRA1 inhibitor – HTRA1 serine protease inhibitors, primary screen, biochemical, fluorescence polarization, HTS; recombinant HTRA1, FP-rhodamine activity-based probe; actives 0.5% (n = 340,000); inhibition, % at 5.96 µM; AID 504803, 2011; in the data active means inhibition above about 36%;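 further: 0% = enzyme with DMSO and 100% = wells lacking enzyme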
# Target sequence (Q92743 whole entry, looked up): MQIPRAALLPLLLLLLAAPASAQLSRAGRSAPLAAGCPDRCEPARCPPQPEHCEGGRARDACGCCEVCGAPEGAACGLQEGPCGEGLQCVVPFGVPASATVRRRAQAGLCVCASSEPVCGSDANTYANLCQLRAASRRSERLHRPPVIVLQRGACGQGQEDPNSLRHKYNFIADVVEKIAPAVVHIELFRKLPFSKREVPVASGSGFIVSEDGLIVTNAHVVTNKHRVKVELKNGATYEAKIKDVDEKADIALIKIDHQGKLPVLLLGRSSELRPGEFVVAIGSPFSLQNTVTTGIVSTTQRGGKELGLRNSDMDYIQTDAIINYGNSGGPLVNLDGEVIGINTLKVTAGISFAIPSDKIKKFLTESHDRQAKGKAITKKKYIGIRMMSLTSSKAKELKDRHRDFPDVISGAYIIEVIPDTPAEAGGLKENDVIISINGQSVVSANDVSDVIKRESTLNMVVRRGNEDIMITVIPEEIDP
# PG9 binder – binders of HIV-1 gp120 antibody PG9, primary screen, biochemical, TR-FRET; HIV-1 gp120 / PG9 antibody interaction; TR-FRET gp120-PG9 antibody binding; inhibition, % at 6.7 µM; actives 0.43% (n = 360,000); AID 624416, 2012; in the data active means inhibition above about 8.5%
# rCAG binder – binders of r(CAG) RNA repeats, primary screen, biochemical, fluorescence | r(CAG) RNA repeat, TO-PRO-1 dye displacement fluorescence | inhibition, % at 3 µM | actives 1.3% (n = 370,000) | AID 651821, 2012;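 active means inhibition above the plate cutoff, the mean of all test compounds on that plate plus 3 SD, cut at about 35% in these data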;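 further: 0% = DMSO alone and 100% = 100 µM mitoxantrone as full dye displacement; higher means more dye released from RNA so lower well fluorescence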
# ASAP1 GAP inh – inhibitors of human ASAP1 ArfGAP activity, primary screen, biochemical, fluorescence polarization; Arf-GAP with SH3 domain, ANK repeat and PH domain-containing protein 1 (Homo sapiens), …; actives 0.19% (n = 360,000); inhibition, % at 16.5 µM; ASAP1-stimulated ARF1 GTP hydrolysis, GDP FP detection; AID 624377, 2012; in the data active means inhibition above about 25%;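 further: 0% = vehicle with enzyme and substrate and 100% = no enzyme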
# NPR1 activator – GC-A stimulated cGMP production enhancers – HEK293 GC-A cells, cGMP TR-FRET, EC30 ANP, primary screen. 0% at EC30 ANP, 100% saturating ANP. activation, % at 10 µM. actives 0.14% (n = 370,000). AID 1671463, 2021; in the data active means activation above about 40%
# GC-B act – human GC-B receptor activators, primary screen, HEK293 GC-B cells, cGMP TR-FRET, EC30 CNP. 0% at EC30 CNP, 100% saturating CNP. activation, % at 10 µM. AID 1920062, 2024. actives 0.11% (n = 370,000);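 active means activation at 10 µM reaching about 35% in either raw or pattern-adjusted values, limit read from the data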
# The depositor's hits bear a star; . = no result given; & = joins results of further samples.
# Sequence of screens – mABHD4 FP	ARFGAP1 inhibitor	NR1D1 modulator	SMARCA2 act	HTRA1 inhibitor	PG9 binder	rCAG binder	ASAP1 GAP inh	NPR1 activator	GC-B act
1	O=C(CN1C(=O)c2ccccc2C1=O)NC1CCS(=O)(=O)C1 (stereo unspecified)
    -1.8	16.9	-5.2	-0.4	9.5	-0.7	4.6	-3.1	1.5	9.1
2	CC(=O)Nc1cccc(OC(=O)COc2ccc(Br)cc2)c1
    6.4	-5.5	2.3	-2.1	-7.0	-0.8	-3.7	15.5	8.9	-4.1
3	COc1ccc(CCC(=O)Nc2cc(S(=O)(=O)N3CCCCC3)ccc2N(C)C)cc1
    3.6	-4.5	-7.6	-0.2	0.4	0.4	1.7	4.4	-6.1	-6.1
4	Cc1ccc(NC(=O)c2cc(Cl)nc3ccccc23)cc1
    -5.6	1.1	1.5	1.3	-12.1	-1.0	5.3	-2.9	-1.7	-1.9
5	COc1ccccc1N1CCN(c2ncc(C(=O)N3CCN(c4cccc(Cl)c4)CC3)c3ccccc23)CC1
    2.2	14.0	1.7	-2.5	.	-1.6	2.9	-4.1	0.8	2.8
6	COc1ccc(S(=O)(=O)N2CCN(CCO)CC2)cc1-c1nnc2c3ccccc3c(C)nn12
    2.4	15.7	-10.1	-1.3	-1.5	-0.5	2.1	-6.2	2.6	9.8
7	O=S1(=O)CCOC[C@H](CC2CCCCC2)N1Cc1ccccc1
    -8.9	-0.7	8.6	-0.6	-7.5	1.8	-0.7	8.3	-3.9	-1.9
8	O=C(Nc1cc(C(F)(F)F)cc(C(F)(F)F)c1)c1ccc(Cn2cc(C(F)(F)F)ccc2=O)cc1
    -5.4	-1.1	6.1	-0.3	-21.2	-1.9	2.1	12.3	-3.0	-2.5
9	Cn1c(=O)c2c([nH]c(=O)n2C)n(C)c1=O
    -5.4	-3.3	-1.8	5.8	-0.7	-1.2	0.2	5.1	-1.9	0.5
10	Cc1ccc2sc3ccc(NC(=O)c4ccccc4Cl)cc3c(=O)c2c1
    -7.5	-5.2	5.3	2.3	-72.4	-0.6	5.2	-4.3	0.5	-3.5
11	CC(=O)Nc1c(C)cc(S(C)(=O)=O)cc1C
    -1.2	-1.6	-1.6	-1.8	-0.1	-3.8	1.4	-1.5	5.0	0.0
12	COC(=O)[C@H]1[C@H]2C[C@H]3c4[nH]c5ccccc5c4CCN3C[C@@H]2CC[C@@H]1O
    1.2&3.9	-1.1&8.9	0.8&-7.7	-1.5&-2.8	35.0&1.0	-1.2&-1.8	0.0&4.8	-4.5&4.0	0.4&11.2	3.3&0.8
13	CCCC(CCC(=O)Nc1ccn(-c2ccccc2)n1)C(=O)O (stereo unspecified)
    2.7	-4.3	-2.2	2.3	8.2	-0.6	-1.1	8.7	-1.6	-2.7
14	Cc1ccc(O)c(NC(=S)NC(=O)COc2ccc(Br)cc2)c1
    -6.7	14.6	3.8	-2.9	0.1	-3.2	12.6	0.2	3.1	0.4
15	O=C(CN1C(=O)CSc2ccc(S(=O)(=O)N3CCCCC3)cc21)NCc1ccccc1Cl
    -1.1	4.6	1.3	-0.7	-1.5	-2.5	0.2	7.0	-1.2	-8.9
16	COC(=O)C1=C(C)N(CCCC(=O)O)C(=O)NC1c1ccccc1OS(=O)(=O)c1ccccc1[N+](=O)[O-] (stereo unspecified)
    2.3	-10.6	-1.9	1.8	-2.5	-0.2	22.9	-1.4	3.6	-0.2
17	C[n+]1ccn(CC(=O)c2cccs2)c1
    -2.0	15.8	-4.7	-2.6	5.4	-0.4	2.8	-2.8	5.2	-2.2
18	Cc1cccc(N(C(=O)c2sc(C)nc2C)C(C(=O)NCc2ccco2)c2ccccc2)c1 (stereo unspecified)
    -0.6	6.7	2.6	-1.3	1.7	1.6	-1.5	-1.2	-1.0	-1.0
19	CC(=O)Nc1nc2ccc(-c3nc4ccccc4o3)cc2s1
    -16.9	3.4	-8.0	0.1	-36.9	2.0	16.8	17.5	16.1	0.4
20	CC(=O)NC(C)Cc1cn(Cc2ccccc2)c2ccccc12 (stereo unspecified)
    -8.7	0.4	-6.3	-2.0	3.3	-0.8	-5.2	-7.3	-2.0	4.4
21	CCC(=O)n1nc(NCc2ccc(OC)c(OC)c2)nc1NCc1ccc(OC)c(OC)c1
    -8.0	1.4	-3.8	-1.7	1.1	0.0	-8.0	-4.8	7.6	8.7
22	Cc1ccc2nc(Nc3ccc4[nH]c(=O)[nH]c4c3)c(-n3nc(C)cc3C)nc2c1
    9.8	12.3	-2.7	4.6	6.1	0.4	16.8	1.6	-23.2	-10.9
23	Cc1nc2oc(C(=O)c3ccccc3)c(N)c2c2c1COC(C)(C)C2
    6.5	3.2	3.8	-2.7	2.6	-1.6	-1.0	-8.8	6.5	-8.7
24	CCOC(=O)C(C)Oc1cccc2c(=O)n(CC(=O)N3CCc4ccccc43)ccc12 (stereo unspecified)
    -0.6	1.3	2.6	-1.1	1.8	-0.1	1.8	4.4	4.5	0.0
25	COc1cccc(CNC(=O)c2cccc(S(=O)(=O)N3CCN(C)CC3)c2)c1
    2.1	4.1	-0.4	-3.3	3.6	-0.3	-3.4	0.5	-1.5	0.5
26	Cc1ccn(C(CC(=O)c2ccc(Br)cc2)C(=O)O)n1 (stereo unspecified)
    -0.7	-1.9	4.4	-3.7	-3.9	1.7	-3.5	1.5	0.1	2.8
27	CS(=O)(=O)Cc1ccc(C(=O)NC2CCN(Cc3ccccc3)C2)cc1 (stereo unspecified)
    0.8	3.5	-2.4	2.9	-3.1	-2.4	1.5	6.5	3.9	-1.4
28	NCCN1CCN(CCN)CC1
    5.0	11.3	-5.7	0.1	6.4	-1.7	-1.5	7.2	4.3	0.3
29	O=C(c1cc(COc2ccccc2)on1)N1CCCC(OCc2cccnc2)C1 (stereo unspecified)
    1.9	4.5	1.3	-2.5	4.7	-3.0	-7.4	-8.4	5.6	4.7
30	CC1(C)C(=O)N(OCc2ccccc2)C(C)(C)C(=O)N1OCc1ccccc1
    -3.7	-7.6	4.1	-1.7	-5.9	0.9	-9.1	0.5	-1.3	6.9
31	Cc1[nH]c2ccccc2c1SCC(=O)O
    0.5	-6.1	-6.0	2.4	3.8	-1.0	3.2	-1.6	-2.2	1.5
32	CCCCCCCCOC(=O)c1ccc(N)cc1
    -14.5	16.4	-5.8	-0.9	-5.6	-2.0	1.8	1.7	-4.6	-2.0
33	CCc1nc(N2CCCC2)c(C#N)c2c1CCCC2
    -0.6	9.3	5.2	-0.3	3.5	0.3	3.0	0.8	-8.5	7.1
34	Cc1ccc(-c2nc3c(c(=O)c4ccccc4n3C)c(=O)n2-c2ccccc2)cc1
    0.1	-3.2	26.0*	-2.2	4.6	2.0	-1.4	-9.7	0.7	-8.3
35	COc1ccc(Cn2ccc3ccc(-c4ccc5ccn(Cc6ccccc6F)c5c4)cc32)cc1
    11.2	.	1.9	-3.6	.	.	20.2	.	2.8	-4.3
36	COCC(=O)N1CCc2ccc(NC(=O)c3ccccc3Cl)cc2C1
    1.1	-2.6	8.3	1.9	1.9	-0.7	-3.2	6.0	0.0	8.2
37	CC(C)CNC(=S)NC(=O)c1ccc(Cl)cc1
    -1.7	-4.5	3.4	1.2	-3.2	0.9	0.3	-7.6	8.0	-4.1
38	O=C(/C=C/c1ccccc1Cl)N1CCOCC1
    -7.8	-18.9	-6.3	-0.4	6.0	1.0	-3.9	6.1	-4.8	-5.4
39	COc1ccc(NC(=O)c2ccc3c(c2)N(C)CCS3)cc1
    1.3	5.2	-1.0	1.8	-4.2	-4.1	3.0	-5.0	3.2	2.8
40	CCCCOc1ccc(C(=O)Nc2ccc(C)cc2[N+](=O)[O-])cc1
    11.1	2.2	-6.8	-2.1	-2.5	1.5	0.2	1.0	-2.7	-1.6

# Three of the compounds above, with one line to a screen.
7) O=S1(=O)CCOC[C@H](CC2CCCCC2)N1Cc1ccccc1
35) COc1ccc(Cn2ccc3ccc(-c4ccc5ccn(Cc6ccccc6F)c5c4)cc32)cc1
26) Cc1ccn(C(CC(=O)c2ccc(Br)cc2)C(=O)O)n1 (stereo unspecified)
assay / compound,7,35,26
mABHD4 FP,-8.9,11.2,-0.7
ARFGAP1 inhibitor,-0.7,.,-1.9
NR1D1 modulator,8.6,1.9,4.4
SMARCA2 act,-0.6,-3.6,-3.7
HTRA1 inhibitor,-7.5,.,-3.9
PG9 binder,1.8,.,1.7
rCAG binder,-0.7,20.2,-3.5
ASAP1 GAP inh,8.3,.,1.5
NPR1 activator,-3.9,2.8,0.1
GC-B act,-1.9,-4.3,2.8

# The listing continues:
# Sequence of screens – mABHD4 FP	ARFGAP1 inhibitor	NR1D1 modulator	SMARCA2 act	HTRA1 inhibitor	PG9 binder	rCAG binder	ASAP1 GAP inh	NPR1 activator	GC-B act
41	Cc1[nH]n(C(C)(C)C)c(=O)c1Sc1ccc(Cl)cc1
    -8.0	-12.6	-5.2	-2.4	-0.6	1.9	1.9	5.1	4.4	1.5
42	C/C(=C\c1cc2ccccc2o1)C1Nc2cccc3cccc(c23)N1
    14.2	5.1	-9.0	0.7	-8.9	-4.7	6.8	10.6	-4.5	-7.2
43	COCCNC(=O)CCC1CCN(Cc2cccc(-c3ccc(C)o3)c2)CC1
    -2.6	-0.6	2.9	1.2	4.4	0.5	-3.8	-20.9	0.0	1.3
44	CCOc1ccccc1C(=O)NC(C(=O)OCC(=O)NNC(=O)c1cccs1)C(C)C (stereo unspecified)
    2.2	10.6	3.5	-0.7	-2.8	-1.3	3.5	14.1	-1.7	-1.9
45	Cc1cc(C)cc(N2C(=O)N(c3ccccc3C)C3CS(=O)(=O)CC32)c1 (stereo unspecified)
    7.4	-2.7	-5.1	-1.9	-2.2	0.8	-2.0	-4.7	2.1	4.4
46	COc1ncccc1C(=O)Nc1c(-c2ccccc2)[nH][nH]c1=O
    -1.5	-7.9	-2.6	-0.4	.	-5.0	4.7	-2.3	3.5	-5.1
47	CCOc1ccccc1NC(=S)NC(=O)CCc1ccccc1
    -4.4	-9.0	6.3	-1.6	-6.2	0.2	-3.6	-1.6	3.3	-10.3
48	CCOC(=O)C(CCOc1cccc(CC)c1)C(=O)OCC
    4.8	3.6	1.5	0.4	-2.7	0.1	7.5	-4.7	2.3	5.8
49	Cc1ccc(-n2c(SCC(=O)Nc3cccc4ccccc34)nnc2-c2cnccn2)cc1
    0.9	.	-7.8	-5.8	.	.	2.9	.	-13.5	-18.5
50	Cn1c2ccccc2c2ncn(CCCN3CCOCC3)c(=O)c21
    -0.8	-5.7	-0.3	-0.5	5.6	-0.2	-3.8	2.9	-2.9	-0.4
51	O=C1NC[C@H](CCCCN2C[C@H](Cc3ccccc3)N(CC3CCCCC3)C(=O)C2=O)N(CCc2ccc(O)cc2)C1=O
    -1.6	14.7	-1.5	-2.9	.	1.4	1.0	-8.5	2.6	0.6
